AddAB inh: growth inhibition of E. coli expressing H. pylori AddAB, primary screen, AddAB inhibitor project, absorbance; inhibition, % at 11.9 µM; 330,000 compounds, 0.29% hits; AID 435030, 2010; in the data active means inhibition above about 12%;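 further: 0% = vehicle wells of infected cells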
Tat transport: E. coli Tat export inhibitors, primary screen, MC4100, TorA-mCherry reporter, fluorescence, single point; 340,000 compounds, 0.036% hits; AID 488895, 2010; inhibition, % at 10 µM;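 active means mean replicate inhibition at least 50% and at least half of replicates individually reaching 50%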;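 further: exported cargo escapes ClpAP degradation while cytoplasmic cargo is degraded and loses fluorescence; 0% = median of neutral control wells and 100% = median of NaSCN control wells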
Wnt act: Wnt/beta-catenin pathway activators, primary screen, cell-based, plate reader, single point; Wnt/beta-catenin reporter cell assay, activator; activation, % at 9.35 µM; 300,000 compounds, 1.2% hits; in the data active means activation above about 30%, passing the limit was not always enough;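 further: 0% = neutral control wells and 100% = positive control wells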
PfHsp90 set2: growth inhibition of PfHsp90-expressing yeast, primary screen, antimalarial PfHsp90 inhibitor project, S. cerevisiae, BacTiter-Glo luminescence, single point, set 2; inhibition, % at 9.4 µM; 310,000 compounds, 0.32% hits; AID 504621, 2011; BacTiter-Glo ATP, 48 h; yeast lacking PDR1 and PDR3 efflux regulators;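 active means every replicate shows inhibition above about 80%, whatever the replicate mean, limit read from the data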;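 further: 0% = DMSO neutral controls and 100% = 20 µM radicicol positive controls; yeast relying on Plasmodium falciparum Hsp90 in place of its own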
Rtt109 Vps75: inhibitors of C. albicans Rtt109/Vps75 HAT, primary screen, biochemical, ThioGlo CoA-SH fluorescence, plate reader; Histone acetyltransferase RTT109 (Candida albicans (strain SC5314 / ATCC MYA-2876)), …; purified Rtt109/Vps75, 4 h; inhibition, % at 34.9 µM; 330,000 compounds, 0.16% hits; AID 540336, 2011;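 active means inhibition of at least 50% in every replicate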
Target sequence (Q5AAJ8 whole entry, looked up): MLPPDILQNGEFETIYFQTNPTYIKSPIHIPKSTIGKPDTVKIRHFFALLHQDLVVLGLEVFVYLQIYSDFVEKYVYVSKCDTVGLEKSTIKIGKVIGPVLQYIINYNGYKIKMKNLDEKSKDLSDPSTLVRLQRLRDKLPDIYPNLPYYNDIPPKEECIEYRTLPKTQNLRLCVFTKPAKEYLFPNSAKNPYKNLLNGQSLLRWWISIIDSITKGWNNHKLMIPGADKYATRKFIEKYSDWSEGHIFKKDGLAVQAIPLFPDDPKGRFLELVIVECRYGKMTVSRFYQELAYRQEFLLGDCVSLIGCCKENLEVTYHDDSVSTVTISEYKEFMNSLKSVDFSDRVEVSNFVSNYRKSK
PvdQ acylase: P. aeruginosa PvdQ acylase inhibitors, primary screen, biochemical, fluorescence, plate reader and imaging, single point | purified PvdQ acylase | inhibition, % at 10 µM | 340,000 compounds, 0.063% hits; in the data active means inhibition above about 30%, passing the limit was not always enough;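 further: 0% = vehicle neutral wells and 100% = reference inhibitor wells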
CAL PDZ FP: CAL PDZ peptide-binding inhibitors, primary screen, biochemical, fluorescence polarization, Cer-tagged CAL PDZ, HTS; Golgi-associated PDZ and coiled-coil motif-containing protein (Homo sapiens), Q9HD26; purified CAL PDZ, TMR-peptide fluorescence polarization, 1 h; inhibition, % at 20 µM; 330,000 compounds, 0.02% hits; AID 504414, 2011;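 active means highest replicate inhibition of at least 40%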;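 further: plate controls were DMSO neutral control wells for no effect and unlabeled competitor peptide control wells for full effect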
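material = purified tagged CAL PDZ domain construct (CerCALP) | buffer or medium = sodium phosphate/NaCl buffer pH 7.4 with TCEP, IgG, Thesit | reagent = TMR-labelled reporter peptide T*-PRC34 bound in PDZ groove | incubation = 1 h room-temperature incubation prior to read | measured by = fluorescence polarization (mP) | evaluation = percent inhibition from loss of millipolarization | control set = unlabelled peptide and DMSO controls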
phage Ecoli inh: growth loss of phage-infected E. coli, primary screen, RecBCD inhibitor project, absorbance, with phage, HTS. inhibition, % at 11.9 µM. 360,000 compounds, 0.26% hits; in the data active means inhibition above about 11%
DAGLB inhibitor: DAGLB lipase inhibitors, primary screen, biochemical, fluorescence, HTS | inhibition, % at 5.17 µM | AID 504411, 2011 | 340,000 compounds, 0.059% hits | Diacylglycerol lipase-beta (Homo sapiens), Q8NCG7 | HEK293T DAGLB membrane lysate, EnzChek fluorogenic substrate; in the data active means inhibition above about 34%;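 further: 0% = enzyme with vehicle and 100% = wells lacking enzyme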
Target sequence (Q8NCG7 whole entry, looked up): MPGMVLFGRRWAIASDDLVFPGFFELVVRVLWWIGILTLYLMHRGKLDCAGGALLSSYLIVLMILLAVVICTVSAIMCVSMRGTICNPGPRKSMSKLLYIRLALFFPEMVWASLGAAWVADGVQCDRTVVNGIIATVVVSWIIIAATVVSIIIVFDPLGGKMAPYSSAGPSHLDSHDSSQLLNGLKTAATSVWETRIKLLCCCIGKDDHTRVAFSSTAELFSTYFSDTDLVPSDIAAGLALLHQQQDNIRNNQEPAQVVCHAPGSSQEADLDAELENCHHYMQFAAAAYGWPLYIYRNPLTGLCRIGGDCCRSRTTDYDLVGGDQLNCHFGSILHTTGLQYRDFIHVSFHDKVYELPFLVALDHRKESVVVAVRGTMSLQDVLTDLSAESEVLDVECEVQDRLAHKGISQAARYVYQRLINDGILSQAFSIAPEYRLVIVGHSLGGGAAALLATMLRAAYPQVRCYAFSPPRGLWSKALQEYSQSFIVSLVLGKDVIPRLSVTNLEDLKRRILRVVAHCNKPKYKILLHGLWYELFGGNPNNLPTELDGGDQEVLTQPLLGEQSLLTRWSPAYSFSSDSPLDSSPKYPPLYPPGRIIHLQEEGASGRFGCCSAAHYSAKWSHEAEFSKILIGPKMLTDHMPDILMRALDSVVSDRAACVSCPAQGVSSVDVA
Ecoli viability: E. coli V3065 growth inhibition, primary screen, counter-screen for AddAB inhibitor project, absorbance, OD600; inhibition, % at 11.9 µM; 18 h; 330,000 compounds, 0.27% hits;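 active means inhibition above the campaign's mean inhibition across all tested compounds plus 3 SD, cut at about 9.9% in these data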;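 further: uninfected addAB+ strain grown without phage in ampicillin broth; 0% = DMSO wells and 100% = ciprofloxacin 0.95 µg/ml wells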
* marks the source's active call; other numbers are inactive results; · = not tested or not shown. Rows were taken by chance (roughly 1.9% active in at least one column).

no. | mol | DAGLB inhibitor | Ecoli viability | PvdQ acylase | phage Ecoli inh | AddAB inh
1 | CC(C(=O)NCC1CCCO1)n1cccc1C(=O)c1ccccc1 (stereo not given) | 0 | 1.2 | -6 | 2.2 | 1.0
2 | CN(Cc1ccccc1)c1nc(-c2cccc([N+](=O)[O-])c2)nc2ccccc12 | -1 | -0.3 | -15 | 2.0 | 1.5
3 | CCCCn1c(N)c(N(CC)C(=O)c2cccc(OC)c2)c(=O)[nH]c1=O | 0 | 0.2 | -4 | 3.0 | 2.5
4 | CCOc1ccccc1NC(=O)C(OC(=O)c1ccccc1NS(=O)(=O)c1cccs1)c1ccccc1 (stereo not given) | -5 | -1.6 | 8 | 3.6 | 3.6
5 | COc1cc(C(=O)c2ccccc2)c(OC)cc1C(=O)Nc1ccc(O)cc1 | -2 | 2.2 | -7 | 0.7 | 1.1
6 | COc1ccc(C(=O)Nc2ccc(Cn3ccnc3)cc2)cc1OC | 1 | -2.1 | -14 | 0.9 | 1.5
7 | O=C(CCn1nc(-c2ccccc2)c2ccccc2c1=O)N1CCN(c2ccccc2)CC1 | 1 | -1.8 | -16 | 1.7 | 1.8
8 | O=C1/C(=C\c2ccccc2)CN(C(=O)CCN2CCCCC2)C/C1=C/c1ccccc1 | -4 | · | -17 | 0.2 | ·
9 | CCOc1ccc(/C=N/NC(=O)CN2CCSCC2)cc1 | -2 | 0.6 | 9 | 1.0 | 0.3
10 | O=C(NCCCN1CCCC1=O)c1ccc2c(c1)ncn2C1CCCCC1 | -1 | 0.9 | 7 | 2.2 | -0.6
11 | CCOc1ccc(OCC)c(S(=O)(=O)NCCOC23CC4CC(CC(C4)C2)C3)c1 | -13 | 1.2 | -10 | 2.5 | 4.4
12 | CCn1c(C)cc(/C=C2/SC(=S)NC2=O)c1C | 1 | -0.7 | -1 | 3.4 | 1.8

no. | PfHsp90 set2 | CAL PDZ FP | Rtt109 Vps75 | Wnt act | Tat transport
1 | -19 | -0.9 | -3 | -1 | 4
2 | 17 | -0.9 | -12 | 0 | -1
3 | · | -2.4 | 5 | 1 | -1
4 | -7 | -1.1 | 26 | · | -2
5 | -9 | -3.0 | 13 | -1 | 7
6 | 22 | -5.7 | -39 | 13 | -4
7 | · | -1.4 | -4 | -2 | -12
8 | 10 | 0.1 | -15 | -6 | -4
9 | 0 | 1.5 | 0 | · | -7
10 | 9 | -2.6 | -1 | -1 | 1
11 | -6 | -0.2 | -2 | -4 | 6
12 | 1 | -1.2 | -3 | -11 | -5

New compounds follow.
no. | mol | DAGLB inhibitor | Ecoli viability | PvdQ acylase | phage Ecoli inh | AddAB inh
13 | Clc1cccc(Cl)c1COc1ccccc1CNn1cnnc1 | 2 | 0.0 | -9 | 4.3 | 1.1
14 | CCOc1ccc(NC(=O)C(C)N2C(=O)c3ccccc3C2=O)cc1 (stereo not given) | -2 | 0.6 | 9 | 2.1 | 2.6
15 | Cc1cccc(/C=N\NC(=O)c2ccccc2-n2cccc2)c1 | 0 | 2.8 | 0 | 4.3 | 1.9
16 | Cc1cc(C)c2cc(C#N)c(N3CCCC3)nc2c1 | 2 | -2.8 | -10 | 0.0 | 1.6
17 | COc1ccc(NC(=O)O/N=C/c2ccccc2)cc1 | 0 | 1.0 | -13 | 3.5 | -1.1
18 | CCCN1CCN(CCCNC(=O)C2CCCN(c3nnc(-n4cccc4)s3)C2)CC1 (stereo not given) | 1 | -1.9 | -13 | 2.1 | 0.1
19 | CCOC(=O)c1cn(Cc2ccccc2)nc1-c1ccccc1 | -7 | -1.2 | -10 | -0.2 | 0.8
20 | CN(C(=O)COC(=O)c1cc(S(=O)(=O)N(C)C)ccc1Cl)C1CCS(=O)(=O)C1 (stereo not given) | 0 | 0.0 | -8 | 2.7 | 1.4
21 | O=c1c2ccccc2cnn1CCOc1cccc(Br)c1 | -6 | 1.5 | -5 | 1.0 | -0.6
22 | COc1ccc(CN(CC(O)COc2cccc3[nH]cc(C)c23)C(C)(C)C)cc1 (stereo not given) | 1 | -1.7 | -11 | 0.9 | -1.0
23 | COc1ccc(C2CC(c3ccc(OC)c(OC)c3)=NN2S(C)(=O)=O)cc1 (stereo not given) | 0 | -3.0 | -17 | 2.6 | 0.0
24 | CN(CCCC(=O)NCc1ccco1)S(=O)(=O)c1ccccc1 | 2 | 0.5 | 14 | 2.2 | 2.1

no. | PfHsp90 set2 | CAL PDZ FP | Rtt109 Vps75 | Wnt act | Tat transport
13 | 20 | 0.0 | -1 | 0 | -5
14 | 5 | -1.1 | 0 | 0 | -7
15 | 2 | -1.4 | 2 | 0 | -7
16 | -2 | -2.9 | -3 | 10 | 1
17 | 6 | -1.3 | -7 | 39* | -12
18 | -15 | -1.0 | -23 | · | 0
19 | 10 | -0.8 | 5 | -1 | -2
20 | · | -1.4 | 1 | 0 | 1
21 | 14 | -2.0 | -10 | 21 | -1
22 | -5 | 0.5 | 0 | -1 | -5
23 | -9 | -2.9 | -12 | 45* | -9
24 | -6 | 0.6 | -2 | 2 | -6

One compound at a time, from the list above:
COc1ccc(C2CC(c3ccc(OC)c(OC)c3)=NN2S(C)(=O)=O)cc1 (stereo not given) is listed as DAGLB inhibitor = 0; Ecoli viability = -3.0; PvdQ acylase = -17; phage Ecoli inh = 2.6; AddAB inh = 0.0; PfHsp90 set2 = -9; CAL PDZ FP = -2.9; Rtt109 Vps75 = -12; Wnt act = 45*; Tat transport = -9
CCOC(=O)c1cn(Cc2ccccc2)nc1-c1ccccc1 is listed as DAGLB inhibitor = -7; Ecoli viability = -1.2; PvdQ acylase = -10; phage Ecoli inh = -0.2; AddAB inh = 0.8; PfHsp90 set2 = 10; CAL PDZ FP = -0.8; Rtt109 Vps75 = 5; Wnt act = -1; Tat transport = -2

Next section
no. | mol | DAGLB inhibitor | Ecoli viability | PvdQ acylase | phage Ecoli inh | AddAB inh
25 | CCOc1ccc(CN2CCNC(=O)C2CC(=O)NCCc2cnccn2)cc1 (stereo not given) | 2 | -0.8 | -5 | 2.0 | -2.3
26 | COc1cccc(C(=O)Oc2cc(C)[nH]c(=O)c2[N+](=O)[O-])c1OC | 1 | -1.4 | -6 | 0.4 | -1.1
27 | Clc1ccc(N2COC3c4cccc5cccc(c45)C32)cc1 (stereo not given) | -4 | 2.5 | -7 | -1.2 | 1.1
28 | CN(C)Cc1c(C(=O)N/N=C/c2ccncc2)nnn1-c1nonc1N | -2 | 0.6 | 0 | 2.8 | -1.1
29 | N#Cc1ccc(C2=NC(C(F)(F)F)(C(F)(F)F)c3c(n(Cc4ccco4)c(=O)[nH]c3=O)N2)cc1 | 10 | 3.7 | -8 | 3.5 | 2.5
30 | CSc1ccc(/C=C2\C(=N)N3N=C(CC(=O)N4CCOCC4)SC3=NC2=O)cc1 | 0 | -0.2 | 8 | 3.5 | 2.4
31 | Cc1cccc(-c2noc(-c3ccc(Cl)cc3[N+](=O)[O-])n2)c1 | -19 | 2.9 | 1 | 1.3 | 2.8
32 | CN(c1ccccc1C(=O)Nc1cccc(Br)c1)S(=O)(=O)c1ccccc1 | -4 | 0.8 | 6 | 0.9 | 2.3
33 | COCCN=c1scc(-c2cc(OC)ccc2OC)n1/N=C/c1c[nH]c2ccccc12 | 9 | -0.5 | 8 | 3.2 | 3.6
34 | CCO[C@H]1OC(C(=O)N2CCN(Cc3ccc4c(c3)OCO4)CC2)=C[C@@H](C2CC2)[C@@H]1CCCO | -3 | -4.5 | -4 | 3.3 | -0.1
35 | COc1ccc(NCc2nnc(SCC(=O)Nc3cccc(C)c3)o2)cc1 | -1 | -1.7 | -7 | 1.4 | 0.0
36 | O=C(Nc1cc(C(F)(F)F)ccc1N1CCOCC1)c1cccnc1Cl | 3 | 0.1 | 3 | 4.0 | 3.0

no. | PfHsp90 set2 | CAL PDZ FP | Rtt109 Vps75 | Wnt act | Tat transport
25 | 18 | -1.6 | -1 | -1 | 6
26 | 3 | -0.5 | 6 | -1 | -1
27 | 16 | 0.4 | 7 | · | -1
28 | 9 | -1.5 | 1 | 4 | 0
29 | 21 | -1.6 | 6 | · | -5
30 | 14 | -0.3 | 11 | 1 | -8
31 | 10 | -1.0 | 9 | 43* | -7
32 | -6 | -0.9 | -7 | -3 | 15
33 | -32 | 1.2 | -4 | 0 | 15
34 | -9 | -0.1 | 0 | -1 | -2
35 | -11 | -0.6 | 3 | 22 | 3
36 | 3 | -0.2 | -7 | 0 | -5

Wnt act, hit marks shown above
cpd	structure	DAGLB inhibitor	PvdQ acylase	phage Ecoli inh	CAL PDZ FP	Rtt109 Vps75	Wnt act	Tat transport
17	COc1ccc(NC(=O)O/N=C/c2ccccc2)cc1	0	-13	3.5	-1.3	-7	39*	-12
23	COc1ccc(C2CC(c3ccc(OC)c(OC)c3)=NN2S(C)(=O)=O)cc1 (stereo not given)	0	-17	2.6	-2.9	-12	45*	-9
31	Cc1cccc(-c2noc(-c3ccc(Cl)cc3[N+](=O)[O-])n2)c1	-19	1	1.3	-1.0	9	43*	-7

Next part:
no. | mol | DAGLB inhibitor | Ecoli viability | PvdQ acylase | phage Ecoli inh | AddAB inh
37 | CN(C)CCCN1c2ccc3ccccc3c2Sc2cccc(Cl)c21 | 3 | · | 3 | 1.9 | ·
38 | Cc1ccc(-c2c[n+](CC(=O)Nc3ccccc3)c3n2CCC3)cc1 | 0 | 1.6 | -19 | 1.3 | 1.8
39 | C[C@H](CO)N1C[C@H](C)[C@@H](CN(C)C(=O)Nc2ccccc2)Oc2c(NS(=O)(=O)c3ccc(F)cc3)cccc2C1=O | -4 | 1.8 | 5 | 1.8 | 3.4
40 | COc1cccc(-c2c(C(=O)N/N=C(\C)COc3ccccc3)nnn2-c2nonc2N)c1 | -2 | -0.2 | 2 | 2.8 | 0.3
41 | Cc1cc(=O)[nH]c2ccc(Cc3ccccc3)cc12 | 1 | · | 28 | 2.1 | ·
42 | CCOC(=O)c1c(C)[nH]c(C(=O)COC(=O)c2ccc(N3CCCC3=O)cc2)c1C | -3 | 2.4 | 6 | 3.5 | 1.2
43 | Cc1c(CCC(=O)O)c(=O)oc2cc(OCc3ccc(Br)cc3)ccc12 | 0 | · | -9 | 2.8 | ·
44 | COc1ccc(C2=NC(C)(C)Cc3cc(OC)c(OC)cc32)cc1 | 2 | -0.5 | -14 | 1.0 | 1.5
45 | O=C(Nc1ccccc1C(F)(F)F)NC1CCCCC1 | -2 | 2.5 | 8 | 0.5 | 2.9

no. | PfHsp90 set2 | CAL PDZ FP | Rtt109 Vps75 | Wnt act | Tat transport
37 | 12 | 0.3 | 10 | 6 | 18
38 | 10 | -1.7 | -3 | -1 | 11
39 | -1 | 0.2 | -8 | 0 | 3
40 | 9 | -1.2 | -3 | 0 | -2
41 | -14 | -1.8 | 0 | 2 | 4
42 | · | -0.8 | -3 | · | -1
43 | 1 | -2.3 | 2 | 3 | -12
44 | 16 | -1.4 | · | 7 | -4
45 | 4 | -3.2 | 5 | -1 | -4
